Anthrax LF inh2 – Bacillus anthracis LF protease inhibitors, primary screen, biochemical, multiplex microsphere, MLPCN library | Lethal factor (Bacillus anthracis), P15917 | multiplex microsphere protease cleavage assay | inhibition, % at 10 µM | 360,000 tested, 0.12% active; also: plate controls were buffer without enzyme for full effect and enzyme alone for no effect
Target sequence (P15917 whole entry, looked up): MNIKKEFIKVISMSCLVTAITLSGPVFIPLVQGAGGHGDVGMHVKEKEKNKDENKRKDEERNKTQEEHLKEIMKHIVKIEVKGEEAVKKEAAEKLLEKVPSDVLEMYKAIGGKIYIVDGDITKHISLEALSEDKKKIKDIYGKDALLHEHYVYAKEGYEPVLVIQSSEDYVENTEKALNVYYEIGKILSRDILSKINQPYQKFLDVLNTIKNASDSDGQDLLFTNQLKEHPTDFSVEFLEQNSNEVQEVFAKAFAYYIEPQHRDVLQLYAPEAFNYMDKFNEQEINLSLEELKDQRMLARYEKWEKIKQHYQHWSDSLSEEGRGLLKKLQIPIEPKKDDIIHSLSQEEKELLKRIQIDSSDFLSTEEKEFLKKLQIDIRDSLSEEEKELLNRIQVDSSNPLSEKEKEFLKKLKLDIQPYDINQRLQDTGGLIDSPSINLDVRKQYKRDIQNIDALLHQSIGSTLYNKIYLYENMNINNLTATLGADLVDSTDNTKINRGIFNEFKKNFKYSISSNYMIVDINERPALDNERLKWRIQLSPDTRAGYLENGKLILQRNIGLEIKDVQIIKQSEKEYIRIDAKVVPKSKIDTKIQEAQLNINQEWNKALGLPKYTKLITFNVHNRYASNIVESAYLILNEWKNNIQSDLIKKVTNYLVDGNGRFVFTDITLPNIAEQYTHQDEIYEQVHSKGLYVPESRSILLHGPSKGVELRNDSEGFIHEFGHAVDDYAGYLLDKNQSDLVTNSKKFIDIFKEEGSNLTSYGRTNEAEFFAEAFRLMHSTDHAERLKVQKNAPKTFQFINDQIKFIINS
BoNT-A LC inh2 – BoNT/A light chain protease inhibitors, primary screen, biochemical, flow cytometry, MLPCN library; inhibition, % at 10 µM; 360,000 tested, 0.17% active; Botulinum neurotoxin type A light chain protease (Clostridium botulinum A str. ATCC 3502); multiplex microsphere protease substrate cleavage; AID 588499, 2011; also: plate controls were buffer without enzyme for full effect and enzyme alone for no effect
CCHF vOTU inh – CCHFV vOTU protease inhibitors, primary screen, biochemical, Pep-AMC substrate, fluorescence | Crimean-Congo hemorrhagic fever virus L polyprotein viral ovarian tumor (vOTU) protease … | inhibition, % at 11.5 µM | 370,000 tested, 0.55% active; in the data active = inhibition above about 30%; also: 0% = vehicle wells with enzyme and 100% = no enzyme wells
SARS 3CLpro inh – SARS-CoV 3CLpro protease inhibitors, primary screen, biochemical, quenched FRET; 290,000 tested, 0.14% active; recombinant SARS-CoV 3CLpro, quenched FRET peptide cleavage; inhibition, % at 6 µM; Replicase polyprotein 1ab (Severe acute respiratory syndrome coronavirus), P0C6X7; in the data active = inhibition above about 12%
SSB-PriA inh – inhibitors of Klebsiella pneumoniae PriA binding to SSB C-terminal tail, primary screen, biochemical, AlphaScreen; AlphaScreen SSBct-PriA binding, biotinylated peptide; inhibition, % at 33 µM; 430,000 tested, 0.6% active; in the data active = inhibition mostly above about 37%, no sharp cut-off; inactive = mostly below about 20%;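 also: plate controls were negative control peptide for no effect and reference peptide for full effect; strong numbers were not always called active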
PfHsp40 yeast – rescue of yeast from PfHsp40 toxicity, primary screen, S. cerevisiae, ATP luminescence; S. cerevisiae expressing PfHsp40, growth rescue; growth rescue, % at 12.5 µM; 340,000 tested, 0.68% active; AID 504582, 2011; in the data active = growth rescue above about 28%, passing the limit was not always enough; inconclusive = no clear call, values can overlap the other calls;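 also: yeast W303a lacking pdr1 and pdr3 grown in galactose medium; growth measured after three days at 30 °C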
VHR inh abs – VHR1 phosphatase inhibitors, primary screen, biochemical, absorbance, uHTS; inhibition, % at 13.3 µM; recombinant VHR phosphatase, pNPP absorbance; 290,000 tested, 0.52% active; AID 1654, 2009; in the data active = inhibition above about 50%; also: some compounds called inactive have numbers as strong as hits
Target sequence (P51452 whole entry, looked up): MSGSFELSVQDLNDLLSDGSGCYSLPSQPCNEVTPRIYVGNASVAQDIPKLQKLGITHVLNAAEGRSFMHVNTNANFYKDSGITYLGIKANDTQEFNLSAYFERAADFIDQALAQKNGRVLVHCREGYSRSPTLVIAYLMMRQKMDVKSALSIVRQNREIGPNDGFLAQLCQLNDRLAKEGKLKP
Yp Topo-I inh – Yersinia pestis topoisomerase I inhibitors, primary screen, biochemical, cleavage product accumulation, plate reader, single point | DNA topoisomerase I (Yersinia pestis CO92) | Y. pestis Topo-I cleavage product accumulation | activity, % at 10 µM | 360,000 tested, 0.064% active | AID 504884, 2011; in the data active = activity above about 50%, passing the limit was not always enough; inconclusive = no clear call, values can overlap the other calls; also: inactives centre near 2
TcdB GH inh – TcdB glycohydrolase inhibitors, primary screen, biochemical, single point, plate reader; Toxin B (Clostridioides difficile), P18177; TcdB glycohydrolase enzymatic assay; inhibition, % at 9.99 µM; 350,000 tested, 0.24% active; in the data active = inhibition above about 10%
BH1578 lux ind – inducers of Vibrio cholerae quorum light production without autoinducers, primary screen, BH1578 luxS cqsA deficient, single point. V. cholerae BH1578 lux reporter, luminescence, 6 h. activation, % at 18.7 µM. 350,000 tested, 0.16% active. AID 588436, 2011; in the data active = activation mostly above about 9.7%, no sharp cut-off; inconclusive = no clear call, values can overlap the other calls; inactive = mostly below about 3.7%; also: not every result past the cut was called active; inactives centre near 0; reference of the scale not given here
* = called active by the depositor; i = inactive; u = inconclusive; x = not tested or not shown; & = joins results of further samples. Rule as the data show it, unless noted: active = inhibition above about 30%; inconclusive = no clear call, values can overlap the other calls; inactive = below that. An excerpt. The share of hits here may be higher or lower than overall.

1: CCC1CCCCN1C(=O)CCNS(=O)(=O)c1ccc2c(c1)oc(=O)n2C (stereo not drawn)
2: Nc1nc(Cl)cc(-c2ccccc2)n1
3: Cc1cc(C)n(-c2ccc(C(=O)Nc3cccnc3Cl)cc2)n1
4: CSc1nc2c(C)c(C)c(C)c(C)c2[nH]1
5: CCCCC(Sc1nc(C)c(Cc2ccccc2)c(=O)[nH]1)C(=O)O (stereo not drawn)
6: N#Cc1ccc(-c2ccc(OCC(=O)NCCCN3CCCC3=O)cc2)cc1
7: COc1ccc(C(=O)N2CCCCCC2)cc1OC1CCN(C(C)=O)CC1
8: C[C@@H]1CN([C@H](C)CO)S(=O)(=O)c2ccc(Br)cc2O[C@H]1CN(C)C(=O)C1CC1

entry no.,1,2,3,4,5,6,7,8
Anthrax LF inh2,-4,1,-1,-10,-2,-1,7,-13
BoNT-A LC inh2,-4.0,-1.0,0.3,-1.1,-4.2,-0.8,0.3,-1.3
CCHF vOTU inh,-2,22,21,4,12,-1,-7,-3
SARS 3CLpro inh,3,5,3,0,4,1,-2,x
SSB-PriA inh,-6,-9,-2,2,-22,-4,-5,x
PfHsp40 yeast,1.1,-0.3,-0.1,0.1,0.1,0.5,3.3,x
VHR inh abs,4,30,14,18,11,6,2,x
Yp Topo-I inh,-2,-9,0,-2,-5,0,1,3
TcdB GH inh,1.5,0.1,0.7,-0.9,-1.3,7.8,1.0,2.0&-1.8&0.2
BH1578 lux ind,-3.9,-0.2,0.6,-0.5,-0.3,-1.0,-0.8,-0.4

9: Cc1cc2c(Nc3ccc(C(=O)O)cc3)ncnc2s1
10: COc1cc2c(C(=O)NCc3ccc(C)o3)cn(CC(C)C)c(=O)c2cc1OC
11: COc1ccccc1/C=C/C(=O)OCC(=O)NC1CCCCCC1
12: COc1ccc(/C=N/OC/C(O)=C(\C#N)c2nc3ccccc3[nH]2)cc1
13: CCC(=O)NCc1cc(-c2nn(C)c(=O)c3ccccc23)ccc1OC
14: Cn1c(=O)c2c(nc(Br)n2Cc2nnc(N)s2)n(C)c1=O
15: C/C(=N\NC(=O)c1c(C)nc2ccccn12)c1cccc([N+](=O)[O-])c1
16: O=C(CSc1ccc2ccccc2n1)N1CCC(c2noc3ccc(F)cc23)CC1

entry no.,9,10,11,12,13,14,15,16
Anthrax LF inh2,-7,4,1,0,0,-4,2,0
BoNT-A LC inh2,2.0,0.8,0.0,3.6,-0.3,-0.6,0.6,-8.0
CCHF vOTU inh,14,5,-1,-3,6,1,-7,-6
SARS 3CLpro inh,2,0,x,4,-7,1,-2,0
SSB-PriA inh,-9,9,-3,x,-6,-8,x,-9&-6&-11
PfHsp40 yeast,-1.6,1.0,-0.1,-1.0,0.5,-1.2,2.9,-1.0
VHR inh abs,4,15,x,28,0,0,13,12
Yp Topo-I inh,-2,-1,25,-5,-6,-9,-8,1
TcdB GH inh,0.1,x,-0.1,x,1.6,0.3,0.2,x
BH1578 lux ind,-0.6,-1.3,-6.2,-5.6,-1.6,-0.3,i,-4.6

17: O=C(Nc1ccc2nsnc2c1)N1CCCCCC1
18: COc1ccc(C2SCC(=O)N2CCc2ccc(OC)c(OC)c2)cc1 (stereo not drawn)
19: Cn1c(-c2csc(-c3cccc(C(F)(F)F)c3)n2)n[nH]c1=S
20: CCc1c(C)nc2ncnn2c1NCc1cccs1
21: CCn1c2ccccc2c2cc(NC(=O)c3cc(OC)cc(OC)c3)ccc21
22: Cc1ccc2nc(SCC(=O)Nc3ccc4sc(C)nc4c3)c(C#N)cc2c1
23: CC1=CC(c2ccccc2)n2nc(N3C(=O)c4ccccc4C3=O)nc2N1 (stereo not drawn)
24: CC1=C(C(=O)N(C)C)CC(CC(=O)NCc2cccs2)C(=O)N1CCCN1CCCC1=O (stereo not drawn)

entry no.,17,18,19,20,21,22,23,24
Anthrax LF inh2,-2,0,-1,-3,-3,-4,-9,-9
BoNT-A LC inh2,1.0,-0.6,-0.5,-1.5,0.2,-1.1,0.0,-0.2
CCHF vOTU inh,-2,-4,9,2,-16,-2,-33,-3
SARS 3CLpro inh,-4,1,0,-2,0,0,0,x
SSB-PriA inh,-19,1,0,-10,-12,-5,4,x
PfHsp40 yeast,0.8,0.3,-2.4,1.5,0.6,-0.4,-1.1,x
VHR inh abs,12,8,20,24,-13,-1,3,x
Yp Topo-I inh,0,-3,-4,6,5,-2,12,1
TcdB GH inh,x,1.0,9.3,x,0.8,x,x,0.6
BH1578 lux ind,-2.9,i,i,i,-0.3,-0.4,-0.3,-0.4

25: Cc1c(NS(=O)(=O)c2cc(Br)cc3c2N(C(=O)C2CC2)CC3)c(=O)n(-c2ccccc2)n1C
26: COc1cccc(Nc2nc(NCC3CCCO3)c3ccccc3n2)c1 (stereo not drawn)
27: COc1ccc(N2CCN(C(=O)CN(Cc3ccc(Cl)cc3)S(C)(=O)=O)CC2)cc1
28: CCCCc1ccc(NC(=O)CC(C)(C)C)cc1
29: O=C(Nc1ccccc1C(=O)Nc1ccccc1C(=O)NCc1ccco1)c1ccco1
30: Cc1cc(NC(=O)c2cc(-c3cccnc3)nc3c(C)c(C)ccc23)no1
31: CCOC(=O)/C(=N/Nc1ccccc1)N1CCCc2ccccc21
32: COc1cc(/C=C2\SC(=O)N(c3ccc(Cl)cc3)C2=O)cc([N+](=O)[O-])c1O

entry no.,25,26,27,28,29,30,31,32
Anthrax LF inh2,-6,1,-5,0,-1,4,-5,-10
BoNT-A LC inh2,-0.9,-0.7,-0.4,0.4,-1.2,1.3,-1.1,-1.1
CCHF vOTU inh,x,5,-4,-3,-18,-3,8,-4
SARS 3CLpro inh,0,1,-4,7,3,-2,1,4
SSB-PriA inh,0,-3,8,-24,-4,-16,x,-12
PfHsp40 yeast,-2.3,-0.5,1.3,2.7,-0.5,0.2,7.0,-1.0
VHR inh abs,20,-11,8,36,7,-5,-2,x
Yp Topo-I inh,0,-14,6,5,-4,25,26,-17
TcdB GH inh,x,x,x,x,1.5,x,x,1.0
BH1578 lux ind,-0.5,-0.4,-0.3,-0.1,-1.5,-0.5,-0.2,i

33: CC(C)(C)n1ncc2c(=O)n(Cc3ccc(Cl)c(Cl)c3)cnc21
34: CC1(C)C(C=C(Cl)Cl)C1C(=O)N(Cc1cccc(Cl)c1)C1CCS(=O)(=O)C1 (stereo not drawn)
35: CCCCC(CCC(=O)O)(C(=O)OCC)c1csc(Nc2ccc(OCC)cc2)n1 (stereo not drawn)
36: Nc1c([N+](=O)[O-])c(=O)oc2ccccc12
37: Cc1cccc(NC(=S)NC(C)(C)CC(C)(C)C)c1
38: COc1cccc(NC(=O)N2CCCC2C(=O)Nc2ccc3c(c2)OCO3)c1 (stereo not drawn)
39: Cc1cccc(N2CCN(C(=O)Cn3ccc4ccccc4c3=O)CC2)c1C
40: NC(=O)NC(=O)CSc1nc(C2CCCCC2)n(-c2ccccc2)n1

entry no.,33,34,35,36,37,38,39,40
Anthrax LF inh2,-6,-2,-4,-2,-2,1,-5,0
BoNT-A LC inh2,-3.0,-0.2,-0.4,-0.3,-0.5,0.1,-0.7,-0.1
CCHF vOTU inh,-1,5,12,17,25,-3,2,9
SARS 3CLpro inh,2,0,1,1,3,-1,-1,0
SSB-PriA inh,3,-17,-6,-7,10,17,3,-1
PfHsp40 yeast,0.7,2.6,1.7,-0.2,u,-1.5,0.6,-0.9
VHR inh abs,2,3,-13,22,-18,-5,-5,0
Yp Topo-I inh,4,25,15,0,14,3,4,-11
TcdB GH inh,0.1,x,-2.0,-1.0,0.3,x,x,0.5
BH1578 lux ind,0.5,-0.9,0.7,i,-0.5,i,18,-4.2

41: Cc1cc(Br)ccc1NC(=O)CSc1nnc(CN2CCOCC2)n1C
42: CCc1nnc(NC(=O)CSc2nc(-c3ccccc3)nc3ccccc23)s1
43: C/C(=C\C(=O)c1ccc(Br)cc1)NNC(=O)c1ccccc1
44: Cc1ccccc1N(C(=O)CNC(=O)c1ccco1)C(C(=O)NC1CCCCC1)c1cccnc1 (stereo not drawn)
45: CCOP(=O)(OCC)/C(=N/OC(=O)c1ccccc1C)C(N)=O
46: CC(=O)c1ccc(OC(=O)/C=C/c2ccccc2)cc1
47: Cc1ccccc1NC(=S)NC12CN3CN(CN(C3)C1)C2
48: C[C@H](CO)N1C[C@H](C)[C@@H](CN(C)Cc2ccccc2)OCCCC[C@H](C)Oc2ccc(N(C)C)cc2C1=O

entry no.,41,42,43,44,45,46,47,48
Anthrax LF inh2,10,1,-2,0,0,9,-8,-7
BoNT-A LC inh2,-4.9,0.4,-1.2,1.4,1.4,0.4,0.6,-0.6
CCHF vOTU inh,-3,-17,1,3,-18,-3,3,13
SARS 3CLpro inh,-5,-4,x,-2,-3,1,-6,x
SSB-PriA inh,6,-15,x,4,x,-4,-9,x
PfHsp40 yeast,1.0,-0.6,-0.9,-0.1,-0.1,-0.9,0.2,x
VHR inh abs,21,-7,x,-2,2,43,8,x
Yp Topo-I inh,0,6,-1,0,-8,3,12,15
TcdB GH inh,1.5,x,1.3,1.6,x,0.2,0.7,-6.8&-17
BH1578 lux ind,-0.2,-1.3,-0.3,-1.2,-2.4,-0.8,-0.2,-2.3

49: COc1ccc(C(CNC(=O)CNS(=O)(=O)c2ccc(NC(C)=O)cc2)N2CCOCC2)cc1 (stereo not drawn)
50: O=C(O)Cn1cccc1C(=O)c1ccccc1
51: CC(=O)Nc1nnc(SCC(=O)N2C(C)CCCC2C)s1 (stereo not drawn)
52: Cc1cc(-c2nc3ccccc3c(=O)o2)ccc1[N+](=O)[O-]
53: N#C/C(=C\c1ccc(N2CCCC2)c([N+](=O)[O-])c1)c1nc2ccccc2[nH]1
54: CCN(CC(=O)N1CCCCCC1)S(=O)(=O)c1ccc(Cl)cc1
55: Cc1c(N=Cc2ccccn2)c(=O)n(-c2ccccc2)n1C
56: O=S(=O)(c1ccc(NC(=S)NCc2ccco2)cc1)N1CCCCC1

entry no.,49,50,51,52,53,54,55,56
Anthrax LF inh2,-6,-1,-1,3,3,-2,-5,-2
BoNT-A LC inh2,-1.6,3.1,-1.3,2.3,1.3,-0.5,-0.8,-3.5
CCHF vOTU inh,2,x,16,15,-6,1,-11,16
SARS 3CLpro inh,x,-3,3,-1,-1,-1,2,3
SSB-PriA inh,-11,-4,-12,0,17,-17,-3,-2
PfHsp40 yeast,1.6,-1.4,0.6,-2.8,0.9,-0.9,-1.6,0.9
VHR inh abs,x,12,36,-14,-7,14,37,44
Yp Topo-I inh,-1,7,-5,2,7,1,2,-13
TcdB GH inh,2.1,3.0,-0.3,-6.2,x,x,x,0.7
BH1578 lux ind,i,i,0.4,-0.5,x,7.1,-7.1,-0.6

Some of these compounds in order of molar mass, highest first.
56: O=S(=O)(c1ccc(NC(=S)NCc2ccco2)cc1)N1CCCCC1
54: CCN(CC(=O)N1CCCCCC1)S(=O)(=O)c1ccc(Cl)cc1
52: Cc1cc(-c2nc3ccccc3c(=O)o2)ccc1[N+](=O)[O-]

entry no.,56,54,52
Anthrax LF inh2,-2,-2,3
BoNT-A LC inh2,-3.5,-0.5,2.3
CCHF vOTU inh,16,1,15
SARS 3CLpro inh,3,-1,-1
SSB-PriA inh,-2,-17,0
PfHsp40 yeast,0.9,-0.9,-2.8
VHR inh abs,44,14,-14
Yp Topo-I inh,-13,1,2
TcdB GH inh,0.7,x,-6.2
BH1578 lux ind,-0.6,7.1,-0.5

Screening data (PubChem)
